Source: PubChem (several laboratories)
C8 TRAIL sens: viability loss with TRAIL in NB7+C8 cells, primary screen, TRAIL sensitizer project, cell-based, ATPlite luminescence | inhibition (viability loss, TRAIL sensitization), % at 10 µM | 360,000 compounds, 1% hits;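 active means compounds causing at least 50% loss of cell viability in the single-dose screen, relative to plate controls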
SRC3 inh: SRC3 coactivator transcriptional activity inhibitors, primary screen, cell-based, luminescence. HEK293 GAL4-SRC3 luciferase reporter. 360,000 compounds, 0.17% hits. inhibition, % at 3.6 µM;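 active means inhibition above a per-campaign cutoff, the mean of all compounds plus 3 SD, cut at about 60% in these data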;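 further: 0% = DMSO-treated cells and 100% = gossypol-treated cells at 36 µM; higher means less SRC3-driven luciferase light from the GAL4 reporter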
TROY NFkB inh: inhibitors of TROY-driven NF-kB signaling, primary screen, Q293 LMP1-TROYcd cells, NF-kB luciferase, uHTS. Q293 LMP1-TROYcd NF-kB luciferase reporter, 4 h. inhibition, % at 10 µM. 360,000 compounds, 0.98% hits;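 active means compounds whose plate-normalised and pattern-corrected inhibition of the luciferase reporter signal at the single screening dose is 50% or more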
TLR9-MyD88 block: inhibitors of TLR9-MyD88 association in cells, primary screen, cell-based, CHO, BLA complementation, fluorescence. CCF4 FRET ratio. inhibition, % at 4.98 µM. 340,000 compounds, 0.21% hits;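 active means inhibition above the mean over all tested compounds plus 3 SD, cut at about 21% in these data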;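 further: 0% = DMSO only wells and 100% = clavulanate BLA inhibitor control wells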
EBV LMP1 NFkB: EBV LMP1-driven NF-kappaB luciferase reporter inhibitors, primary screen, cell-based, luminescence, single point | 350,000 compounds, 0.69% hits | inhibition, % at 12.5 µM | LMP1-induced NF-kappaB luciferase reporter cells; in the data active means inhibition above about 41%;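 further: 0% = neutral control wells and 100% = reference inhibitor control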
SRC1 inh: SRC1 coactivator transcriptional activity inhibitors, primary screen, cell-based, luminescence; Nuclear receptor coactivator 1 (Homo sapiens), Q15788; 360,000 compounds, 0.12% hits; inhibition, % at 3.6 µM; HEK293 GAL4-SRC1 luciferase reporter; AID 588354, 2011;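 active means inhibition above the campaign mean plus 3 SD, with each screening campaign given its own cutoff, cut at about 60% in these data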;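 further: 0% = DMSO treated cells and 100% = gossypol at 36 µM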
Target sequence (Q15788 whole entry, looked up, the tested form may be a part): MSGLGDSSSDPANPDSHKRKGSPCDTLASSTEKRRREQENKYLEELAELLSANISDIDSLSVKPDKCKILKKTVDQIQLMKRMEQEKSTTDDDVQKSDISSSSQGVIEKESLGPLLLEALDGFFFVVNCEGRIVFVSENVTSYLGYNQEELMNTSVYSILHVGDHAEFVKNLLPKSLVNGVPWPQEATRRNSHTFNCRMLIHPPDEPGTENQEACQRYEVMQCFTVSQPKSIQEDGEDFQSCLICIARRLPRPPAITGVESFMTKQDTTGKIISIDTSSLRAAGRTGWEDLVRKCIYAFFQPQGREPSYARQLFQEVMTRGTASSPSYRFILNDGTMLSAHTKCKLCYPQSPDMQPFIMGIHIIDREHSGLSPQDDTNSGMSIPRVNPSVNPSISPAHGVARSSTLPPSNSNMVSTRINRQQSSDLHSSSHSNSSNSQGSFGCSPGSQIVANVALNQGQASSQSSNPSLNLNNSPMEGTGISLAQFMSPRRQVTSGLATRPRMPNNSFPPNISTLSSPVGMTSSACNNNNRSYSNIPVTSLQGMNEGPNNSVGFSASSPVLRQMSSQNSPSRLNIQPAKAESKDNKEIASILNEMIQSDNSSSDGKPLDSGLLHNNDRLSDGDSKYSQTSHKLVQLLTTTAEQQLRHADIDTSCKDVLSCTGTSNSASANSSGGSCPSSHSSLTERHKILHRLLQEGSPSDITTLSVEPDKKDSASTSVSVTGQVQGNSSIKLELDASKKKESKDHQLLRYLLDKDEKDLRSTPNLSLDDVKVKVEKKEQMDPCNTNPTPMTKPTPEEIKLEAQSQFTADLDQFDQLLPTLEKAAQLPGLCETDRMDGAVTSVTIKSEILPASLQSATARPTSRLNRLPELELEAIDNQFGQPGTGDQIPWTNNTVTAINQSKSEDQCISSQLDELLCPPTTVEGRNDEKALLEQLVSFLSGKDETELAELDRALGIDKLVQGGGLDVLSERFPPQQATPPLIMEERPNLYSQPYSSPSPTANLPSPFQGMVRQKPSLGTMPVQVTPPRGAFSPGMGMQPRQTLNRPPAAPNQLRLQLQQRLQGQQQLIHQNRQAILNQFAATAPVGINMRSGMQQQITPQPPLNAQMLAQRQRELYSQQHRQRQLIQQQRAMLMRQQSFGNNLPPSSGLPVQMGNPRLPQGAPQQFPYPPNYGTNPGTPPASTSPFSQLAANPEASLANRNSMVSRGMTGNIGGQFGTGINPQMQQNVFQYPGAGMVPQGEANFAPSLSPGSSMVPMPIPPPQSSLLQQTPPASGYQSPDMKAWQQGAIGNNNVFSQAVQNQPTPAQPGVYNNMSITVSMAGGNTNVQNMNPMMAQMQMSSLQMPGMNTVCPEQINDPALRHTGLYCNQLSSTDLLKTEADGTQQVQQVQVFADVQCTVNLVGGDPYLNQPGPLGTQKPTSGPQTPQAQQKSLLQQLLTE
SRC2 inh: inhibition of GAL4-SRC2 driven luciferase reporter, primary screen, SRC2 inhibitor project, cell-based, luminescence; inhibition, % at 9 µM; 370,000 compounds, 0.17% hits; HEK293 GAL4-SRC2 luciferase reporter; AID 651957, 2012;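 active means inhibition above the mean inhibition of all tested compounds plus 3 SD, set per campaign, cut at about 52% in these data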;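 further: 0% = DMSO treated cells and 100% = cells given Gossypol at 36 µM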
TWEAK-Fn14 inh: inhibitors of TWEAK-Fn14 signaling, primary screen, luciferase reporter cells, uHTS | TWEAK-stimulated Fn14 reporter cells, luciferase luminescence, 8 h | inhibition, % at 10 µM | 360,000 compounds, 2% hits; in the data active means inhibition above about 50%
NR2F2 inh: NR2F2 transcriptional activity inhibitors, primary screen, cell-based, luciferase reporter, HEK293T, luminescence; AID 686940, 2013; HEK293T NGFI-A luciferase reporter; COUP transcription factor 2 (Homo sapiens), P24468; inhibition, % at 8.6 µM; 370,000 compounds, 0.7% hits;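 active means inhibition above a per-plate cutoff, mean inhibition of test wells between control levels plus 3 SD, cut at about 38% in these data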;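 further: cells cotransfected with COUP-TFII expression vector driving the NGFI-A reporter; 0% = median of COUP-TF2 test wells and 100% = reporter-only cells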
LRH-1 inv ag: LRH-1 (NR5A2) inverse agonists, primary screen, cell-based, luminescence, HEK293T, StAR-luciferase reporter | LRH-1 transfected, 24 h | inhibition, % at 3.6 µM | 360,000 compounds, 0.13% hits;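 active means inhibition above the mean inhibition of all tested compounds plus 3 SD, cut at about 73% in these data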;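 further: 0% = DMSO wells and 100% = reporter-only cells lacking LRH-1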
NOD2 RIPK2 PPI: NOD2-RIPK2 binding disruptors in cells, primary screen, fluorescence, CHO cells, BLA complementation; CCF4 ratio; inhibition, % at 4.98 µM; 360,000 compounds, 0.38% hits; AID 624267, 2012; in the data active means inhibition above about 21%;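 further: 0% = vehicle only and 100% = reference blocker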
Numbers without * were called inactive; x = not tested or not shown.

SMILES	C8 TRAIL sens	SRC3 inh	TROY NFkB inh	TLR9-MyD88 block	EBV LMP1 NFkB	SRC1 inh	SRC2 inh	TWEAK-Fn14 inh	NR2F2 inh	LRH-1 inv ag	NOD2 RIPK2 PPI
O=C(Nc1cccnc1)C1Cc2c(-c3ccco3)ccnc2O1 (configuration not stated)	-5	6	-8	x	x	8	14	-1	10	11	9
COc1ccc(-n2cnc3cc(NS(=O)(=O)c4ccccc4)ccc32)cc1	12	-15	-38	0	2	-16	-9	-22	-31	-16	6
COc1cc(NS(=O)(=O)c2ccc(N/C=C(\C#N)c3nc4cc(Cl)ccc4o3)cc2)nc(OC)n1	-1	15	-11	-5	-50	-12	0	-42	-9	-18	-1
O=C1c2cccnc2C(=O)N1Cc1ccc(S(=O)(=O)NCc2ccco2)cc1	9	12	-6	5	-3	-1	4	2	0	4	-5
CCc1ccc(CCN2C(=O)c3ccccc3C2=O)nc1	7	14	-22	-6	0	-7	-9	2	-19	-22	-11
CC(Oc1ccc(Cl)cc1)C(=O)Nc1nccs1 (configuration not stated)	-3	-15	-1	-5	-7	-29	-15	-12	-19	0	-10
Cc1nc(-c2ccc(F)cc2)c(CC(=O)N(C)CC(=O)Nc2ccc(Br)cc2C)s1	-6	1	-12	1	-17	-9	-6	-1	16	-40	-11
S=c1nc(-c2ccccc2)[nH]c2ccccc12	39	4	-24	-5	3	-8	0	4	-5	4	9
Cc1cccc(N2CCN(C(=O)/C=C/c3ccco3)CC2)c1C	-3	15	-15	-2	2	-18	23	-2	-4	-2	13
Cc1nc(-c2ccc(Cl)cc2)sc1C1(C)CC(c2ccc(OC(F)(F)F)cc2)=NO1 (configuration not stated)	-10	-3	-1	-10	0	-4	6	-11	20	16	-12
CC(Oc1cccc(Cl)c1)C(=O)Nc1cc(S(=O)(=O)N2CCCCC2)ccc1N1CCOCC1 (configuration not stated)	18	16	-3	-11	4	-9	-14	-4	12	-2	-16
O=C(CSC1=Nc2ccccc2C2=NC(Cc3c[nH]c4ccccc34)C(=O)N12)NC1CCCCC1 (configuration not stated)	-6	-5	7	2	22	9	0	16	3	18	5
O=c1c2ccccc2nc(SCc2cc([N+](=O)[O-])cc3c2OCOC3)n1-c1ccccc1	8	24	-20	3	-1	-10	-11	-37	-2	6	2
CC(=O)Nc1ccc(NC(=S)NC(=O)c2ccc([N+](=O)[O-])c(C)c2)cc1	16	4	-1	-6	-8	-25	3	-17	10	0	-8
O=C(NN1C(=O)C2C(C1=O)C1C=CC2C12CC2)c1ccccc1Cl (configuration not stated)	8	9	1	-1	6	-3	7	11	7	3	-17
Cc1cc(C(=O)Nc2sccc2C(N)=O)c(C)o1	-8	-20	2	-1	-9	-17	9	25	-5	-5	-8
COc1ccccc1NC(=O)C(C)NS(=O)(=O)c1ccc(Cl)cc1 (configuration not stated)	3	8	0	10	-2	-26	-3	4	1	-1	-3
Cc1ccc(N/C(N)=N/c2nc(CSc3ccccn3)cc(=O)[nH]2)c(C)c1	-1	12	6	-9	12	-1	-2	8	1	-2	-6
O=C(CSCc1ccccc1)N1CCN(S(=O)(=O)c2cccc(F)c2)CC1	30	-19	-17	-5	-12	-8	-5	-10	0	-17	-1
COc1ccc(C(C)NC(=O)C23CC4CC(CC(C4)C2)C3)cc1 (configuration not stated)	15	-4	-6	1	-9	-9	5	-4	7	-8	-3
CCc1ccc(OCC(=O)Nc2ccc3oc(=O)ccc3c2)cc1	3	5	-5	2	-10	-26	-19	15	-4	0	-2
CCC1Oc2ccccc2N(CC(=O)Nc2ccc3c(c2)OCCO3)C1=O (configuration not stated)	3	-30	-41	-6	-18	-34	-19	-16	-15	-5	-7
O=C(Nc1ccccc1O)c1cccc(NC(=O)c2ccco2)c1	-13	-1	-1	5	33	-5	9	16	8	-1	-9
COc1ccc(OC)c(NS(=O)(=O)c2ccc(NC(C)=O)cc2)c1	-11	-22	14	5	-1	-28	-26	3	19	12	4
O=C(NC1CC2CCCC(C1)N2C(=O)Nc1ccc(Cl)c(C(F)(F)F)c1)C1CC1 (configuration not stated)	-1	19	-6	-4	-2	-6	-3	2	-3	15	-3
CC(C)OC(=O)c1cc(C(=O)c2cc(Br)ccc2O)coc1=N	-4	9	17	-7	-2	0	-4	22	7	0	3
COc1ccc2sc(NCc3ccccc3)nc2c1	18	-55	-31	5	-26	-93	-66	-36	-18	-162	-2
CCOc1cc2[nH]c(=S)n(CCCN3CCN(C)CC3)c(=O)c2cc1OCC	-12	11	-15	-8	-2	4	-15	10	-22	10	-5
C=C1N(c2ccccc2)C(=O)OC1(C)C	-5	11	-4	3	-2	2	18	10	14	14	-8
COc1ccccc1CNC(=O)CCS(=O)(=O)c1ccc2c(c1)CCCN2C(C)=O	-5	-26	-7	-1	-18	0	-11	17	0	6	4
CC12CCC(C(=O)NNc3ccc([N+](=O)[O-])cc3)(OC1=O)C2(C)C (configuration not stated)	4	15	1	-4	-1	7	25	-15	2	-5	1
CSc1cccc(NC(=S)N2CCC(N(C)C(C)C)CC2)c1	22	21	-5	2	-2	-3	-17	-14	-15	11	-5
Cc1sc(NC(=O)c2ccco2)c(C(c2cccnc2)N2CCN(C)CC2)c1C (configuration not stated)	5	19	3	-3	-2	8	-4	-5	15	-4	1
Cc1oc2ccc(OCc3ccccc3Cl)cc2c1C(=O)O	4	5	-8	7	2	9	16	-3	4	-9	-2
O=C(CN1CCOCC1)Nc1ccccc1	-20	29	2	4	5	-8	4	-13	-10	-12	-8
O=C(O)C1CCCCC1C(=O)Nc1cccc(C(=O)N2CCCCC2)c1 (configuration not stated)	5	2	3	-5	-1	2	-9	-8	16	-4	-13
COc1cccc(C(=O)Nc2c(C)nn(-c3ccccc3)c2C)c1	1	7	13	1	0	11	-3	7	2	-3	-12
COc1cc(C(=O)N2CCN(c3ccccc3F)CC2)ccc1OCC(=O)N1CCOCC1	6	-6	4	-19	1	-5	-12	-23	-7	-20	-3
Cc1ccc(-c2nc(CSCC(=O)N3CCN(c4ccccn4)CC3)c(C)o2)cc1	7	-1	31	-2	7	-5	3	38	47*	32	-14
COc1ccc(C(=O)NCCN2C(=O)S/C(=C\c3cccnc3)C2=O)cc1[N+](=O)[O-]	3	-15	-43	2	-5	-35	-35	-18	-37	7	-2

Entries of single compounds from above. Order of screens: C8 TRAIL sens, SRC3 inh, TROY NFkB inh, TLR9-MyD88 block, EBV LMP1 NFkB, SRC1 inh, SRC2 inh, TWEAK-Fn14 inh, NR2F2 inh, LRH-1 inv ag, NOD2 RIPK2 PPI
`O=C(CSCc1ccccc1)N1CCN(S(=O)(=O)c2cccc(F)c2)CC1` is entered as 30, -19, -17, -5, -12, -8, -5, -10, 0, -17, -1
`COc1ccc(C(C)NC(=O)C23CC4CC(CC(C4)C2)C3)cc1` (configuration not stated) is entered as 15, -4, -6, 1, -9, -9, 5, -4, 7, -8, -3
`CC(Oc1ccc(Cl)cc1)C(=O)Nc1nccs1` (configuration not stated) is entered as -3, -15, -1, -5, -7, -29, -15, -12, -19, 0, -10
`CCC1Oc2ccccc2N(CC(=O)Nc2ccc3c(c2)OCCO3)C1=O` (configuration not stated) is entered as 3, -30, -41, -6, -18, -34, -19, -16, -15, -5, -7

The list goes on.
SMILES	C8 TRAIL sens	SRC3 inh	TROY NFkB inh	TLR9-MyD88 block	EBV LMP1 NFkB	SRC1 inh	SRC2 inh	TWEAK-Fn14 inh	NR2F2 inh	LRH-1 inv ag	NOD2 RIPK2 PPI
COc1ccc(C(OCC(O)CNCCc2ccccc2)c2ccc(OC)cc2)cc1 (configuration not stated)	8	12	-26	-12	4	-12	10	3	-19	9	-2
Cc1ccnc(NC(=O)COC(=O)C2COc3ccccc3O2)n1 (configuration not stated)	-10	-6	-11	0	2	-14	10	-3	2	-13	2
CCCCn1c(N)c(N(CC(C)C)C(=O)c2cnccn2)c(=O)[nH]c1=O	8	9	2	-4	3	-7	-18	1	1	-9	1
O=C(c1ccccc1)N1CCN(c2ccc([N+](=O)[O-])c(NCC3CCCO3)c2)CC1 (configuration not stated)	-8	17	11	6	-15	-7	9	-15	5	-10	-6
COc1ccc(C(=O)[C@H]2[C@H]3C(=O)N(c4ccc(C)cc4)C(=O)[C@H]3C3C=CC=NN32)cc1 (some centres not stated)	-3	22	-5	x	x	-1	-2	23	7	16	-8
CCCN(CC(=O)Nc1ccccc1OC)C(=O)CCC(=O)c1ccc(F)cc1	7	9	-11	-6	2	-2	11	4	8	-11	1
COC(=O)c1ccc(NC(=O)CCN2C(=O)CSC2=O)cc1	-5	-10	-13	-2	-21	-6	-26	6	2	13	7
CCNC(=O)C1(C)CCN1Cc1cc(-c2ccccc2)n(C)n1 (configuration not stated)	-13	2	-5	x	x	-45	5	-7	2	0	-14
COc1ccc(-c2nn(-c3ccccc3)cc2/C=C/C(=O)O)cc1[N+](=O)[O-]	8	4	-26	-1	4	12	-16	-45	-18	20	-4
CC1CCN(C(=O)c2ccc(N(C)S(C)(=O)=O)cc2)CC1	-2	15	-10	4	-14	-11	10	-19	-7	-1	-9
CON/C=C(\C=Nc1ccc(C(F)(F)F)cc1)c1ncc(C(F)(F)F)cc1Cl	1	-3	-5	9	-9	-21	-14	10	-4	12	-8
O=C(NCc1ccccn1)[C@@H]1CCCN1C(=O)[C@@H]1CCCN1C(=O)c1cccc2ccccc12	0	x	0	x	x	x	-8	24	-6	6	-13
CC1CN(c2ccc([N+](=O)[O-])cc2C#N)CC(C)O1 (configuration not stated)	-7	-14	5	-4	1	-12	10	-6	7	14	6
O=C(NCC1CCCO1)C(=Cc1cccc([N+](=O)[O-])c1)C(=O)NCC1CCCO1 (configuration not stated)	0	-2	-8	-2	2	-5	32	17	11	16	-8
S=c1[nH]nc(-c2ccncc2)n1/N=C/C(Cl)=C\c1ccccc1	9	-28	22	-7	-17	-19	-31	81*	-7	-116	5
CCOc1ccc(C=O)cc1CN1CCCCC1	-5	-5	-21	3	2	-13	-12	-12	-21	-22	4
COc1ccc(N2CCN(C(=O)c3oc4c(c3C)C(=O)CCC4)CC2)cc1	6	5	-12	-3	0	14	-13	-11	17	-6	2
CC(CC(=O)Nc1ccc2c(c1)c(=O)n(C)n2Cc1ccc(F)cc1)c1ccccc1 (configuration not stated)	-17	-2	-1	x	x	-2	-3	-2	8	-1	0
COc1ccc(CCNC(=O)c2oc3ccccc3c2C)cc1	5	-13	-19	-16	0	13	-24	-24	11	12	-1
CC(OC(=O)CN1C(=O)c2ccccc2C1=O)C(=O)NC1CCCCC1C (configuration not stated)	1	20	-14	-7	-1	4	-14	-13	-7	13	-12
O=C(c1ccc2oc(CCCc3ccccc3)nc2c1)N1CCCC(CCCO)C1 (configuration not stated)	1	-5	16	5	7	-9	-19	12	15	3	4
Cc1ccc(CN(C)C(=O)CSc2nnc3n2CCCCC3)c(C)c1	-7	8	12	0	2	8	8	-3	-5	4	-13

A portion of the library; rates above refer to the full screens.
